Source: PubChem (several laboratories)
MsrA inh: bovine MsrA inhibition | purified bovine MsrA, absorbance read-out | inhibition, % at 15.5 µM | hit rate 0.75% among 360,000; in the data active = inhibition above about 4.5%;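 also: 0% = vehicle wells with enzyme and 100% = reference inhibitor wells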
Scp1 inh: inhibitors of human Scp-1 phosphatase; Recombinant Scp1, phosphopeptide, malachite green phosphate absorbance; inhibition, % at 20 µM; hit rate 0.88% among 340,000; AID 493091;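 active = inhibition above about 50% at 20 µM, limit read from the data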;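 also: plate controls were DMSO wells with enzyme for no effect and wells lacking enzyme for full effect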
Target sequence (Q9GZU7 76-261 limits assumed): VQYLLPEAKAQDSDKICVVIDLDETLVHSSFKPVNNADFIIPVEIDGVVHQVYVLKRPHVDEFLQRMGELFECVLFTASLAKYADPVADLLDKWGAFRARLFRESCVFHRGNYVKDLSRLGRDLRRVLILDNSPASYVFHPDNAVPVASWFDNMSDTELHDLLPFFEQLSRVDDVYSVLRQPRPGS
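Test system: SCP-1 phosphatase catalytic domain, residues 76-261; measured by: colorimetric phosphate reagent with accelerator and stabiliser, absorbance at 630 nm; timing: enzyme reaction 45 min at room temperature, colour 5 min, stabilisation 30 min; also added: Phosphorylated 17-residue peptide substrate; compound dosing: one concentration, 20 µM, with 1.0% DMSO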
E coli Lon inh: inhibitors of E. coli Lon protease. P0A9M0. purified E. coli Lon protease, fluorescence polarization. inhibition, % at 7.94 µM. hit rate 0.42% among 360,000; in the data active = inhibition above about 13%, passing the limit was not always enough;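 also: 0% = enzyme with probe and DMSO and 100% = no enzyme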
Target sequence (P0A9M0 whole entry, looked up): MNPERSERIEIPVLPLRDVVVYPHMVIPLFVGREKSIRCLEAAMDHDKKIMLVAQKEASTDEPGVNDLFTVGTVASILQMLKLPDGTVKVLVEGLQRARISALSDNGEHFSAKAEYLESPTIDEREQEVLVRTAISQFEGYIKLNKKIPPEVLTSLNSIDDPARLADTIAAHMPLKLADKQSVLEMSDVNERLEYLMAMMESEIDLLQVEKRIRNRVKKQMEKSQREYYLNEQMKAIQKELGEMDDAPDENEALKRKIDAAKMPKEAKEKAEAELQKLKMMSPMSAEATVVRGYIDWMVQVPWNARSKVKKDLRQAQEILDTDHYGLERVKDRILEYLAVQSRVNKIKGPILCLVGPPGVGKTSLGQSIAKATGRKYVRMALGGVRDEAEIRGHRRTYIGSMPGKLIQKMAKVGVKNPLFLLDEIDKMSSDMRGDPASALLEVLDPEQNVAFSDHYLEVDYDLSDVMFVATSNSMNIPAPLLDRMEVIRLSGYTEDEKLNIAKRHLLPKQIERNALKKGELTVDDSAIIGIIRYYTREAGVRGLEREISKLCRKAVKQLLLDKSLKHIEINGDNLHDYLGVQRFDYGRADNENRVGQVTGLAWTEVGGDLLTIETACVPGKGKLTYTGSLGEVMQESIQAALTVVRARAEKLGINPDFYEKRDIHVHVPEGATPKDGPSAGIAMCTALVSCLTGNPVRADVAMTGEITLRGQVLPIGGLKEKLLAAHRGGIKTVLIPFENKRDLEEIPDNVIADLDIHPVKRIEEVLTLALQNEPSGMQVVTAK
MsrA act: activates bovine MsrA enzyme; purified bovine MsrA, absorbance read-out; activation, % at 10.6 µM; hit rate 0.3% among 360,000; AID 602163; in the data active = activation above about 7.5%;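 also: 0% = vehicle and 100% = reference activator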
SUMO1 PPI mod: modulators of human SUMO1-mediated protein-protein interactions; inhibition, % at 20 µM; hit rate 0.33% among 360,000; SUMO1 binding to a labelled peptide, TR-FRET, 1 h; AID 602429; P63165; in the data active = inhibition above about 37%
Target sequence (P63165 whole entry, looked up): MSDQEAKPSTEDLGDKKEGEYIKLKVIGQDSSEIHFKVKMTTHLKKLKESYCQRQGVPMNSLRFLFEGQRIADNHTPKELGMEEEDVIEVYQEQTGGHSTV
DNMT1 block: blocks human DNA methyltransferase DNMT1; P26358; DNMT1 molecular beacon, Hinp1I cleavage, fluorescence; inhibition (reported as % activation of signal), % at 10 µM; hit rate 0.83% among 360,000; in the data active = inhibition above about 50%
STEP block: blocks human striatal-enriched tyrosine phosphatase. P54829. recombinant STEP, OMFP fluorogenic substrate, fluorescence. inhibition, % at 20 µM. hit rate 0.25% among 360,000. AID 588621;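 active = inhibition at 20 µM, scaled per plate between control wells, above about 37%, limit read from the data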;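 also: 0% = DMSO with enzyme and substrate and 100% = substrate only without enzyme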
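System: STEP phosphatase, cell-free reaction; Buffer or medium: Bis-Tris pH 6.0 buffer with DTT, detergent; Incubation: 20 min at room temperature, dark; Measured by: fluorescence, 480/540 nm.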
LMPTP block: LMPTP (human) inhibition. recombinant LMPTP-A, OMFP fluorogenic substrate, fluorescence intensity. hit rate 0.22% among 360,000. AID 651560. inhibition, % at 20 µM. P24666;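 active = compounds that cut the enzyme signal by at least half of the control window in the single-dose screen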;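 also: plate controls were DMSO wells with enzyme plus substrate for no effect and substrate without enzyme for full effect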
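Test system – LMPTP-A enzyme · Amount – LMPTP-A at 0.625 nM final in the reaction · Buffer or medium – Bis-Tris pH 6.0, DTT, detergent · Reagent – OMFP 400 µM · Doses – single 20 µM dose · Schedule – reaction 50 min, room temperature, dark · Detection – fluorescence intensity of OMFP turnover product · Evaluation – percent inhibition versus substrate-only and uninhibited controls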
TbMetRS inhib: Trypanosoma brucei MetRS inhibition; hit rate 0.4% among 360,000; AID 624268; inhibition, % at 11.9 µM; purified T. brucei MetRS, ATP depletion, Kinase-Glo luminescence;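 active = inhibition above a per-plate cutoff of the control wells' mean inhibition plus 3 SD, cut at about 5.5% in these data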;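 also: 0% = DMSO wells median and 100% = median of wells with control inhibitor compound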
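System: purified T. brucei MetRS enzyme / Detection: Kinase-Glo luciferase luminescence reporting remaining unconsumed ATP / Medium: HEPES buffer with MgCl2, KCl, DTT, spermine, BSA, pyrophosphatase / Replication: singlicate, one well per compound / Evaluation: percent inhibition relative to median high and low control wells / Schedule: 2 h aminoacylation at 25 °C after 15 min preincubation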
CendR NRP1 mod: NRP-1/CendR interaction modulation; FAM-RPARPAR peptide binding to NRP-1, fluorescence polarization; hit rate 0.85% among 360,000; AID 602438; inhibition, % at 25 µM;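 active = inhibition or corrected inhibition above about 18%, plus a signal ratio from 0.5 to 1.5, limit read from the data, passing the limit was not always enough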; also: strong numbers were not always called active
* = called active by the depositor; . = no result given.

SMILES	MsrA inh	Scp1 inh	E coli Lon inh	MsrA act	SUMO1 PPI mod	DNMT1 block	STEP block	LMPTP block	TbMetRS inhib	CendR NRP1 mod
O=C(NC1c2ccccc2-c2ccccc21)N1CCCCC1	-0.8	-1	-5	-4	3	0	3	-1.5	-0.4	-4
S=c1nccc(-c2ccc(Cl)cc2)[nH]1	1.1	-7	4	8.3*	-7	-2	-2	0.0	-0.5	3
CC(=O)N1CCN(Cc2nc3cc(NC(=O)NC4CCCCC4)ccc3n2C)CC1	2.9	-5	-2	1	3	-2	-2	-0.2	0.8	-9
C[C@@H]1CN([C@H](C)CO)C(=O)CCCn2nncc2CO[C@H]1CN(C)Cc1ccc(Cl)c(Cl)c1	-0.8	.	-11	-1	6	3	-1	-1.8	-0.5	6
COc1ccc(/C=C2/SC(=S)N(CCCC(=O)Nc3cccc(O)c3)C2=O)cc1	1.7	-9	1	-13	-26	-18	-6	0.9	-1.1	5
COc1ccc2oc(C(=O)OCc3nnc(-c4ccccc4)o3)c(C)c2c1	-0.4	9	-5	-9	-7	0	0	3.4	-0.8	2
COc1ccccc1NC(=O)COc1ccc(/C=N/NC(=O)c2cccnc2)cc1	0.5	1	-4	-3	-14	1	1	-0.3	-0.2	6
CC1(C)C(CSc2nc3ccccc3[nH]2)C1(Cl)Cl (stereo unspecified)	0.0	-3	-2	0	0	1	0	1.8	0.8	4
COc1ccc(-c2cc3nc(C4CCN(C(=O)OC(C)(C)C)CC4)c(C(=O)O)cn3n2)cc1	0.2	-7	-8	3	-1	-8	-1	-0.1	-0.1	-6
CC1(C)C2(C#N)C(=O)NC(=O)C12C#N (stereo unspecified)	-0.8	-8	5	-3	2	3	0	-0.5	-0.2	-9
Cc1cc(C)n2nc(S(=O)(=O)NC(C)(C)C)nc2n1	0.7	-1	-2	-2	3	3	3	-0.6	-0.1	6
Cc1cc2cc(CN(Cc3cccs3)C(=S)NCC3CCCO3)c(=O)[nH]c2cc1C (stereo unspecified)	0.0	-10	3	-3	-5	-20	13	0.2	0.2	-2
O=C(C(NS(=O)(=O)c1cccc2nsnc12)c1ccccc1)N1CCN(c2ccccc2)CC1 (stereo unspecified)	0.9	-5	2	-1	-28	-1	0	0.6	-0.5	3
COc1ccc(S(=O)(=O)N(CC(=O)NCCCN(C)C)c2ccc(C)cc2)cc1OC	-0.9	2	-4	1	1	-2	-2	-4.2	0.5	-2
C=CCNC(=O)C1CC(=O)N(c2ccc(OCc3ccc(F)cc3)cc2)C1 (stereo unspecified)	0.1	-5	5	-3	-2	-3	1	-1.7	1.3	0
OC1(C(F)(F)F)CC(c2ccc3ccccc3c2)=NO1 (stereo unspecified)	2.5	-14	-4	-1	-5	-1	-3	0.1	0.7	1
CC(C)c1ccc2c(c1)C(=O)NC(C)(C)C2	-0.6	22	-7	-5	4	3	1	-0.2	-0.1	4
Cc1cc(NC(=O)CSc2cn(C)c3ccccc23)no1	0.2	-4	3	-8	0	-9	1	-1.7	-0.3	-2
CCCS(=O)(=O)N1CCC(C(=O)NCCCOC(C)C)CC1	-0.4	5	3	0	-5	1	-7	-1.5	0.2	3
C=C1CCN([C@@H](C)C(=O)NCc2cc(OC)c(OC)c(OC)c2)S(=O)(=O)c2ccccc21	-0.3	1	1	-7	-3	1	-2	-0.4	-0.4	11
COc1ccc(C(O)Cc2nccn2C)cc1 (stereo unspecified)	-0.3	-23	3	-3	13	4	0	-1.5	-0.3	1
O=C(O)C1C2C=CC(C2)C1C(=O)NCCCN1CCCC1=O (stereo unspecified)	-0.9	25	-3	-8	8	3	3	-1.6	-0.7	10
CCOc1cccc(Nc2cc3n(c(=O)n2)CCc2cc(OC)c(OC)cc2-3)c1	2.4	-8	-10	-11	18	-9	0	-0.1	-1.1	-20
COC(=O)N/N=C/c1cc(Br)ccc1O	1.3	-9	-1	-3	-6	-3	-2	0.2	1.2	4
COc1ccc(CNC(=O)C(c2ccco2)N(C(=O)CNS(=O)(=O)c2ccccc2)c2ccccc2C)cc1 (stereo unspecified)	-0.1	0	-6	1	2	-5	-2	0.5	-0.8	-2
COc1ccccc1CNS(=O)(=O)c1cccc2nsnc12	1.0	-8	-4	6	-23	1	2	-1.6	0.0	6
COC(=O)c1nc(Cl)c(Cl)c(N)c1Cl	-0.9	-4	0	-2	2	2	-8	-1.4	-0.8	-12
O=c1c2ccccc2nc(-c2ccco2)n1CCCn1ccnc1	-0.3	-6	4	-1	-6	-2	0	0.9	0.2	14
COc1cccc(-c2nnc(NC(=O)CCS(=O)(=O)c3ccc(C)cc3)o2)c1	0.4	-6	-10	-3	3	3	0	-2.6	-0.2	-5
Cc1sc2ncnc(N(C)Cc3cccs3)c2c1C	0.1	-3	11	-4	0	1	3	2.2	-0.6	4
CC(Nc1nc(N2CCCC2)nc2ccccc12)c1ccccc1 (stereo unspecified)	-0.5	12	-10	2	0	0	0	0.7	-0.1	-2
CCSc1ccccc1C(=O)NCCc1ccccc1	-1.0	-8	0	-1	2	-2	2	-1.4	0.0	11
C=CCn1c(O)c(C(CC)=Nc2ccccc2NC(=O)CC)c(=O)[nH]c1=O	-0.4	-5	0	-1	-3	5	1	0.2	0.4	-15
CC(OC(=O)CNC(=O)c1sc2ccccc2c1Cl)c1ccccc1 (stereo unspecified)	0.4	-12	-5	-6	-4	-1	6	2.5	-0.4	14
Cc1ccc(C(=O)N[C@@H](Cc2ccccc2)C(=O)N2CCC3(CC2)NCCc2[nH]cnc23)cc1C	-1.3	-7	-8	-4	1	-2	0	-1.2	0.1	10
O=[N+]([O-])c1cc2c(cc1CN1CCN(c3ccccc3F)CC1)OCO2	2.1	-11	2	-3	-12	-3	2	0.4	0.2	16
COc1ccc(C(=O)CC(=O)c2ccc(OC)cc2)cc1	0.5	-19	-2	-4	1	-6	4	2.7	-0.5	5
CN(C(=O)c1ccc(NC(=O)Cc2cccc(NC(=O)C3CCCN(C(=O)C4CCCC4)C3)c2)cc1)C1CC1 (stereo unspecified)	-1.0	-4	1	-2	1	-1	-1	-1.1	-0.8	10
COC(=O)c1ccc(N(CC(=O)NC2CCCC2)C(=O)CNC(=O)c2ccco2)cc1	-2.3	-3	8	-1	1	-2	-1	-0.5	0.0	3
N=c1c2c(n(Cc3ccc(Cl)cc3)c3c1CCC3)CCC2	0.1	3	9	-1	-3	1	3	1.3	0.0	8
CC(NC(=O)c1ccc(S(=O)(=O)NCc2ccco2)cc1)c1ccc(F)cc1 (stereo unspecified)	-0.5	-6	-6	-4	0	5	6	-0.8	0.6	0
O=C(CCc1nnc(CCCCc2ccccc2)o1)N(CCO)Cc1ccccc1	-0.1	-12	-1	-2	2	-3	1	-1.4	-0.1	7
CN(C1CCCCC1)S(=O)(=O)c1ccc(S(=O)(=O)N(CC(=O)Nc2ccccc2)C2CC2)cc1	0.7	-9	-2	-4	0	0	-1	3.9	0.2	1
CCN(CC)CCN(C(=O)c1cc2c(ccc3ccccc32)oc1=O)c1nc2cc3c(cc2s1)OCCO3	1.6	7	2	-5	-27	29	6	39	-0.4	11
CCN(CC)C(=O)Oc1cc(=O)n(C)c2ccccc12	2.2	-5	1	-2	6	6	2	-0.4	0.0	-11
CC(C)(C)C(=O)Nc1sc(-c2ccccc2)cc1C(=O)O	2.6	-12	-9	-2	-11	-2	2	-1.6	-0.3	-6
CC1CCC(NC(=O)CN2C(=O)c3cccnc3Oc3ccc(Cl)cc32)CC1 (stereo unspecified)	1.5	11	5	2	-4	3	0	0.2	-0.5	9
CCOC(=O)C1=CCN(S(=O)(=O)c2ccc(C)cc2)C1c1cccc(C)c1 (stereo unspecified)	-0.7	.	-8	-1	2	-2	3	1.1	-0.1	16
Cc1ccc(CCNC(=O)CS(=O)Cc2nc(-c3ccccc3F)oc2C)cc1 (stereo unspecified)	-0.5	-6	-12	-7	1	-1	-3	-0.4	-0.8	-2
CCOc1cc(/C=C/c2cc(C(=O)O)c3ccccc3n2)ccc1OC	0.6	-1	2	1	7	-1	0	-0.1	0.5	8
COc1cc(N=Nc2c(O)c3ccccc3[nH]c2=O)c(OC)cc1N=Nc1ccccc1	.	14	0	-9	-11	-24	4	3.5	-1.6	-1
CCOc1ccc(C2NC(=O)c3ccccc3O2)cc1OC (stereo unspecified)	-0.5	4	-12	-15	6	4	-2	-0.5	-0.2	-5
COc1ccc(-c2cc(C(=O)NCCCN3CCOCC3)no2)cc1	-0.4	-4	7	-4	-4	2	-2	-1.7	-0.1	3
O=C(CSC(=S)N1CCCC1)NCCc1ccccc1	0.2	0	10	0	3	1	1	0.1	-0.4	-5
Cn1c(-c2cccc([N+](=O)[O-])c2)[n+](C)c2ccccc21	1.2	-6	12	0	-7	8	1	-0.2	0.5	-4
CCn1ccnc1CN1CCCC(C(=O)c2ccc3c4c(cccc24)CC3)C1 (stereo unspecified)	1.3	-9	-6	-4	-10	-1	0	0.8	-0.3	0
CC(C)(C)n1nnnc1CN1CCN(C(c2ccccc2)c2ccccc2)CC1	0.6	-8	4	-6	-1	-5	0	0.5	-0.8	-2
O=C1NC(=O)C(c2ccccc2)(c2ccc(O)cc2)N1 (stereo unspecified)	-0.4	-4	-6	-2	-2	3	2	-0.8	-0.1	-7
NC(=S)NN=C(c1ccc(Br)cc1)C1CC1	0.0	-10	1	3	-4	-2	-3	-0.8	-0.1	11
COc1cc(S(=O)(=O)NCc2cccnc2)ccc1F	0.2	-2	2	-2	0	13	0	0.7	0.6	-9

Rewritten field by field: part of the list above.
> N=c1c2c(n(Cc3ccc(Cl)cc3)c3c1CCC3)CCC2
  MsrA inh: 0.1 | Scp1 inh: 3 | E coli Lon inh: 9 | MsrA act: -1 | SUMO1 PPI mod: -3 | DNMT1 block: 1 | STEP block: 3 | LMPTP block: 1.3 | TbMetRS inhib: 0.0 | CendR NRP1 mod: 8

> CC(NC(=O)c1ccc(S(=O)(=O)NCc2ccco2)cc1)c1ccc(F)cc1 (stereo unspecified)
  MsrA inh: -0.5 | Scp1 inh: -6 | E coli Lon inh: -6 | MsrA act: -4 | SUMO1 PPI mod: 0 | DNMT1 block: 5 | STEP block: 6 | LMPTP block: -0.8 | TbMetRS inhib: 0.6 | CendR NRP1 mod: 0

> O=C(CCc1nnc(CCCCc2ccccc2)o1)N(CCO)Cc1ccccc1
  MsrA inh: -0.1 | Scp1 inh: -12 | E coli Lon inh: -1 | MsrA act: -2 | SUMO1 PPI mod: 2 | DNMT1 block: -3 | STEP block: 1 | LMPTP block: -1.4 | TbMetRS inhib: -0.1 | CendR NRP1 mod: 7

> CN(C1CCCCC1)S(=O)(=O)c1ccc(S(=O)(=O)N(CC(=O)Nc2ccccc2)C2CC2)cc1
  MsrA inh: 0.7 | Scp1 inh: -9 | E coli Lon inh: -2 | MsrA act: -4 | SUMO1 PPI mod: 0 | DNMT1 block: 0 | STEP block: -1 | LMPTP block: 3.9 | TbMetRS inhib: 0.2 | CendR NRP1 mod: 1

This is a random part of the collection (roughly 4.3% active in at least one column).
